# Dicer inh = blocks human Dicer maturation of pre-miR-21 | cat-ELCCA pre-miR-21 Dicer processing, chemiluminescence; stronger effect = higher value | 47,000 compounds, 6% hits | Q9UPY3 | z-score at 25 µM | AID 1347074; in the data active = z-score above about 3, passing the limit was not always enough;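 note: plate controls were vehicle for no effect and no enzyme for full effect; higher signal means more uncleaved substrate so more Dicer inhibition; strong numbers were not always called active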
# * marks the source's active call; other numbers are inactive results; & = joins results of further samples.
SMILES,Dicer inh
O=C1N(c2cccc(C(F)(F)F)c2)C(=Nc2cccc(C(F)(F)F)c2)SC12CC2,0.24
CCOC(=O)c1cc(C#N)c(Oc2ccc(Cl)cc2)nc1C(F)(F)F,3.1
Cn1c(=O)c2c(nc(N/N=C/c3ccccc3)n2Cc2ccccc2)n(C)c1=O,1.2
CNC(=S)N/N=C/c1cc(C(F)(F)F)cc(C(F)(F)F)c1,-0.06
C/C(O)=C(\C#N)c1nc(C(C)(C)C)cs1,0.61
CCC(=O)Nc1sc2c(c1C(=O)Nc1ccc(Br)cc1)CCCCC2,2.3
Cc1ccc2c(c1)OC(c1ccc([N+](=O)[O-])s1)N2 (configuration not stated),-0.66
CC(C)(C)OC(=O)NCCN=Cc1ccc(Cl)cc1Cl,-1.2
S=c1[nH]nc2nc3c4ccccc4c4ccccc4c3nn12,4.9*
COc1ccc(OC)c(C2/C(=C(\O)c3ccccc3)C(=O)C(=O)N2c2cccnc2)c1 (configuration not stated),-1.2
Cc1cc(C)c2c(c1)-c1cc(C)nn1C(c1ccc(N3CCOCC3)cc1)N2 (configuration not stated),-1.6
Cc1sc(NC2=NS(=O)(=O)c3ccccc32)nc1-c1ccccc1,0.26
Cc1cccc(NC(=O)C(C(F)(F)F)C(F)(F)F)c1,-0.2
CCOC(=O)C1=C(C)NC2=C(C(=O)CCC2)C1c1cc(OC)ccc1OC (configuration not stated),-0.76
CCOc1ccc(C2C(C(=O)OC)=C(C)NC3=C2C(=O)c2ccccc23)cc1 (configuration not stated),-0.23
CCOC(=O)C(=CNc1cc(OC)cc(C(F)(F)F)c1)C(=O)OCC,-0.38
OC1CCCCC1N1CCC(c2ccccc2)C1 (configuration not stated),-0.68
Cc1c(S(=O)(=O)Nc2ccc(C#N)cc2)sc2ccc(Cl)cc12,0.41
CCOC(=O)N/N=C(\C)c1ccc(Br)cc1,0.04
CC(/C=C/c1cccc(Oc2ccc(F)cc2)c1)N(O)C(N)=O (configuration not stated),0.93
O=C(O)C1CC(=O)N(c2cccc(Cl)c2)C1 (configuration not stated),8.4*
CC1=C(C(N)=O)C(c2ccc(Cl)cc2)n2nc(-c3ccc(N(C)C)cc3)nc2N1 (configuration not stated),-2.3
CCOC(=O)c1c(-c2ccco2)csc1NC(=O)Nc1ccc(Cl)cc1,0.6
Cc1nc([N+](=O)[O-])c(Br)n1Cc1ccccc1,-2
O=c1oc(/C=C/c2ccccc2)nc2sc3c(c12)CCC3,4.8*
COc1cc(OC)cc(C(C)(C)OC(=O)NN)c1,-2.5
CCOc1ccc(S(=O)(=O)n2ccnc2C(C)C)cc1C,1.9
Cc1cc2nc(NCCCO)[nH]c2cc1C,-0.28
CCCn1c(Br)nc2c1c(=O)[nH]c(=O)n2C,-0.43
CCOC(=O)c1cnn(C(=O)c2ccc(-n3c(C)ccc3C)cc2)c1N,0.36
CSc1nc(NC(=O)NS(=O)(=O)Oc2ccc(Cl)cc2Cl)nc(N2CCOCC2)n1,-0.08
CN(C)CCOC(=O)c1sc2ccccc2c1Cl,3
Cc1ccc(/C=C/c2nn3c(-c4ccco4)nnc3s2)cc1,3.2*
CSc1nccc(-c2ccc(S(=O)(=O)Nc3ccc(Cl)cc3)s2)n1,0.73
CCOc1ccsc1-c1nnc(-c2ccc(Cl)cc2)o1,0.18
CCOc1ccc2c(c1)CN(c1cc(C)ccc1C)CO2,7.5
CC(C)OC(=O)C1C(=O)CC(C)(O)C(C(=O)OC(C)C)C1c1cccnc1 (configuration not stated),-0.26
COCCCNC(=S)N/N=C/c1ccc(Cl)c(Cl)c1,0.85
CCn1c(NC(C)c2cc(Cl)ccc2O)nc2ccccc21 (configuration not stated),2.3
Cc1nc(S(=O)(=O)Nc2ccccc2C(=O)NCC2CC2)cn1C,-0.09
O=C(Nc1ccc(Cl)cc1)ONC(=O)c1ncc(C(F)(F)F)cc1Cl,-0.82
COc1ccc(NC(=S)N2N=C3c4ccccc4CCC3C2c2ccc(F)cc2)cc1 (configuration not stated),0.71
COc1ccc(Cc2nnc3c4cnn(Cc5ccccc5)c4ncn23)cc1,2.8
Cc1cc(Br)ccc1NCN1C(=O)c2ccccc2C1=O,9.1
CCC(=O)c1cn(CC(=O)NCc2ccco2)c2ccccc12,1.2
CCCCOC(=O)Nc1ccc(N2CCOCC2)cc1,-0.07
Cc1cc(OC(=O)c2cccc(F)c2)n(-c2ccccc2)n1,-6.8
COc1ccc(Br)cc1CNc1cc(C)cc(C)c1,3.6*
N#Cc1cnn(-c2ccccc2)c1-n1cccc1,-0.14
CCn1nc(C)cc1-c1nnc(Sc2ncc([N+](=O)[O-])s2)n1C,0.24
C=CCNC(=O)COc1ccc2c(c1C)OC(C)(C)CC2=O,1.7
Cc1ccc(S(=O)(=O)Nc2ncccc2OCc2ccc(Cl)c(Cl)c2)cc1,-0.73
CC12c3ccccc3C(c3ccccc31)C1C(=O)N(c3nccs3)C(=O)C12 (configuration not stated),0.88
Cc1ccc2oc3c(c(=O)c2c1)C(c1ccc(F)cc1)N(CCCN1CCOCC1)C3=O (configuration not stated),1.4
O=C(CCCCCCC(=O)Nc1ccccc1)NO,0.55
O=C1CCCC(OC(=O)c2cccc(C(F)(F)F)c2)=C1Cl,0.44
Cc1ccc(S(=O)(=O)CCSc2ncccn2)cc1,1.2
CCC(C(N)=O)(c1ccccc1)c1ccc([N+](=O)[O-])cc1 (configuration not stated),-0.35
Cc1cc(C)c(N2C(=O)C3ON(c4ccccc4)C(c4ccncc4)C3C2=O)c(C)c1 (configuration not stated),0.88
Cc1nc(-c2ccccc2)nc(SCc2ccc(Cl)cc2Cl)c1C#N,1.3

# 4 records picked at random from the list so far:
SMILES,Dicer inh
CCCCOC(=O)Nc1ccc(N2CCOCC2)cc1,-0.07
C=CCNC(=O)COc1ccc2c(c1C)OC(C)(C)CC2=O,1.7
CCOC(=O)c1cnn(C(=O)c2ccc(-n3c(C)ccc3C)cc2)c1N,0.36
COCCCNC(=S)N/N=C/c1ccc(Cl)c(Cl)c1,0.85

# Later entries.
SMILES,Dicer inh
COc1cc(/C=N/n2cnc3c(sc4nc(C)cc(C)c43)c2=O)ccc1O,-0.62
CCOC(=O)C(O)(NC(=O)c1cccc(C(F)(F)F)c1)C(F)(F)F (configuration not stated),-1.5
Cc1cc2nc3c(nc2cc1C)C(O)=C3O,1.9
Cc1ccc(O)c(C2=Nc3ccccc3N=C(c3ccco3)C2)c1,4*
Cc1cc2c(cc1C)NC(c1ccc([N+](=O)[O-])o1)C1=C(CC(C)(C)CC1=O)N2 (configuration not stated),2.1
CC(C)(C)c1[nH]nc2c1C(c1cccnc1)C(C#N)=C(N)O2 (configuration not stated),-1.6
Cc1[nH]n(-c2ccccc2)c(=O)c1N=Nc1ccc(C#N)cc1,-0.73
CCc1ccc2c(c1)sc1ncc(-c3ccccc3)c(=O)n12,-1.1
C=C(CC)C(=O)c1ccc(OCC(=O)O)c(Cl)c1Cl,-0.35
NC(C(=O)O)c1ccc(CCCC(=O)O)s1 (configuration not stated),-0.5
c1ccc(-c2nc(Sc3ncnc4c3cnn4-c3ccccc3)n[nH]2)cc1,0.25
CCOC(=O)c1sc2ccc(NS(=O)(=O)c3ccc(C)cc3)cc2c1C,0.69
CCOC(=O)c1sc(N2C(=O)c3oc4cc(C)c(C)cc4c(=O)c3C2c2cccc(O)c2)nc1C (configuration not stated),-0.13
Cc1c(C)c(C)c(C(=O)c2ccc(Cl)cc2)c(C)c1C,0.14
N#Cc1nc(COc2ccccc2Cl)oc1N1CCCC1,-0.13
CC1(C)CC(=O)C2=C(C1)Nc1ccccc1NC2c1coc2ccc(Cl)cc2c1=O (configuration not stated),-0.63
CC(C)C(N)C(O)(c1ccccc1)c1ccccc1 (configuration not stated),3.9*
NNC(=O)c1cc2ccccc2cc1O,-1.5
N#Cc1c(SCC(=O)Nc2nccs2)nc(N2CCOCC2)c2c1CCCC2,-0.85
O=C1CSC(=Nc2ccc(Cl)cc2)N1Cc1ccccc1Cl,0.48
CCOC(=O)Nc1ccc2c(c1)N(C(=O)N1CCOCC1)c1ccccc1CC2,0.87
COc1ccc(/C(O)=C2\C(=O)C(=O)N(Cc3cccnc3)C2c2ccc(C)cc2)cc1 (configuration not stated),2.5
Cc1onc(-c2ccccc2)c1C(=O)OCC(=O)c1ccc(Br)cc1,-1.1
N#C/C(C(N)=O)=C1/SC=C(c2ccc(Br)cc2)N1Cc1ccccc1,-0.03
CN1CCN(Cc2c(O)ccc3c(=O)c(-c4cccc(Cl)c4)c(C(F)(F)F)oc23)CC1,-0.98
COC(=O)c1c(C)nn(C(=O)c2cccs2)c1-c1snnc1C,-0.02
S=c1[nH]c(=S)c2cc(Cl)ccc2[nH]1,2.7
O=C(CCCC(=O)N1CCCc2ccccc21)N1CCCc2ccccc21,16
COc1ccc(-c2nnc(SCC(=O)c3ccc4c(c3)OCCO4)o2)cc1OC,-1.9
COc1ccc(NS(=O)(=O)c2ccc(NS(=O)(=O)c3ccc(Cl)cc3)cc2)cc1,-0.09
S=C(N/N=C/c1c[nH]c2ccccc12)NC1CC1,0.48
Cn1c(=O)c2cnc(-c3ccc(C(F)(F)F)cc3)nc2n(C)c1=O,0.62
CC(C)(C)OC(=O)NC(COCc1ccccc1)C(=O)NCc1ccccc1 (configuration not stated),-0.87
CC1(C)Cc2nc3sc(C(=O)O)c(N)c3cc2CO1,1.4
Cc1cc(C)c(C#N)c(OCC(=O)Nc2ccccc2)n1,-0.67
COc1ccc(OC(C)c2nc(-c3ccc(C)cc3)no2)cc1 (configuration not stated),-1.7
CCOC(=O)CSC(=S)Nc1ccc(OC)cc1,0.88
Cc1ccc(-c2n[nH]c(=S)o2)cc1,4.8*
Cn1c(=O)c2c(nc3n2CCN(CCc2ccccc2)C3)n(C)c1=O,0.23
Cc1nn(Cc2ccc(C(=O)O)cc2)c(C)c1Cl,0.68
CN(C/C=C/c1ccccc1)Cc1cccc2ccccc12,0.85
CCCOC(=O)C1=C(C)NC2=C(C(=O)CCC2)C1c1cc(OC)ccc1OC (configuration not stated),0.94
CC(C)C(=O)Oc1ccc2c(=O)c(Oc3ccc(C(C)(C)C)cc3)coc2c1,10
Cc1nc2ccc(C(F)(F)F)cc2nc1C,3.5*
CSc1sccc1/C=C(/C#N)C(=O)c1cccs1,1.6
CSc1nc(-c2cccs2)cc(C(F)(F)F)c1C#N,1.7
O=C(COc1ccccc1SCc1ccc(Cl)cc1)NNC(=O)c1ccccc1Cl,0.64
COc1ccccc1C(=O)NNc1cc(C(F)(F)F)ccn1,-0.23
C=CCOC(=O)c1cn(CC)c2nc(C)ccc2c1=O,-0.08
O=C(NNc1ncccc1-n1cccc1)Nc1ccc(Cl)cc1,0.61
O=C(Cn1c2ccccc2n2nc(-c3cccs3)nc12)c1ccccc1,0.12
O=c1c2c(nc3c(-c4ccc(Cl)cc4)c[nH]n13)CCCC2,2.4
O=C(O)CSCC(=O)NCCNc1nccc(C(F)(F)F)n1,1.6
Cc1sc(=Nc2ccccc2)n(-c2ccccc2)c1C,0.16
O=c1oc(-c2cccc(F)c2)nc2ccc([N+](=O)[O-])cc12,9.2
Cc1ccc(S(=O)(=O)/N=C/N(C)C)cc1,1.9
O=C(O)CSCC(=O)NCc1csc2ccc(Cl)cc12,-2.4
N#Cc1c(-c2cccs2)cc(-c2cccs2)nc1OCC(=O)c1ccc(-c2ccccc2)cc1,2.5
O=C(Nn1c(=S)[nH]c2ccccc2c1=O)c1cccnc1Oc1ccccc1,0.22
O=S(=O)(c1ccccc1)n1nc(-c2ccccc2)nc1NCc1ccc(Cl)cc1,-1.7
# New compounds follow
SMILES,Dicer inh
CC12CCC(=O)C=C1C[C@@H](C(=O)OC1CCCC1)C1C2CCC2(C)C1CC[C@@]21CCC(=O)O1 (some centres not stated),-1.6
CCOC(=O)c1nnn2c3ccccc3c(=O)n(C)c12,0.49
CC1(C)CC(=O)C2=C(C1)NC(=O)CC2C(=O)Nc1ccc(F)cc1 (configuration not stated),-3.3
O=S(=O)(c1cccc(C(F)(F)F)c1)N1CCCC1,-1.9
Cc1cc(NC(=O)C(C)(C)C)cc(-c2nc3cc(Cl)ccc3o2)c1O,-1.9
O=C1CC(c2cccs2)c2c(-c3ccccc3)nn(-c3ccccc3)c2N1 (configuration not stated),0.79
C/C(COc1ccc(Cl)cc1Cl)=N\OC(=O)c1c(-c2ccccc2)noc1C,-1.4
CC(C)NCC(O)c1cc(O)cc(O)c1 (configuration not stated),0.35&-1.1
COc1ccc(S(=O)(=O)NCCCC(=O)O)cc1,3.1*
COc1ccc2c(c1)CCC/C2=N\N=C(/N)SC,-0.38
CSc1nc2n(n1)C(N)=C(C#N)C(c1ccccc1)N2 (configuration not stated),-1.9
NCC(O)(CS(=O)(=O)O)c1ccc(Cl)cc1 (configuration not stated),-0.93

# Laid out differently: four of the compounds above.
COc1ccc(S(=O)(=O)NCCCC(=O)O)cc1
  Dicer inh: 3.1*

COc1ccc2c(c1)CCC/C2=N\N=C(/N)SC
  Dicer inh: -0.38

CSc1nc2n(n1)C(N)=C(C#N)C(c1ccccc1)N2 (configuration not stated)
  Dicer inh: -1.9

NCC(O)(CS(=O)(=O)O)c1ccc(Cl)cc1 (configuration not stated)
  Dicer inh: -0.93

# Next section.
SMILES,Dicer inh
Cc1onc(-c2c(Cl)cccc2Cl)c1C(=O)NCCO,-0.89
O=C(O)CC(CC(=O)NCC(O)c1ccccc1)c1ccccc1 (configuration not stated),-0.57
N#Cc1cnn(-c2ccccc2)c1NC(=O)CN(Cc1ccccc1)Cc1ccccc1,2.7
CCOC(=O)c1cnc(Nc2cccc(Cl)c2)nc1C(F)(F)F,1
N#CCCN1C(=O)C2(OCCO2)c2ccccc21,-2.4
O=C1c2ccccc2C(=O)c2c(NCCc3ccc(O)cc3)ccc(NCCc3ccc(O)cc3)c21,-1.4

# Reformatted: 3 of the compounds above
O=C1c2ccccc2C(=O)c2c(NCCc3ccc(O)cc3)ccc(NCCc3ccc(O)cc3)c21
  Dicer inh: -1.4

O=C(O)CC(CC(=O)NCC(O)c1ccccc1)c1ccccc1 (configuration not stated)
  Dicer inh: -0.57

N#CCCN1C(=O)C2(OCCO2)c2ccccc21
  Dicer inh: -2.4

# An excerpt (hit frequency here may not be typical).
